KB-V1 MDR tox: kills drug-selected multidrug resistant KB-V1 cells; KB-V1 MDR cells viability, CellTiter-Glo, 72 h; hit rate 3.4% among 400,000; AID 1347076; Potency, µM (titrated, usually from 46.1 µM), without a hit: top-dose activity change, negative = cytotoxicity, usual class: cytotoxic; note: potency is the fitted concentration of half-maximal effect; % is set by controls: 0 for no effect and ±100 for the full control effect; nearly all actives have a fitted effect of over 60% in size
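Compound-treated KB-V1 multidrug-resistant cells, 72 h, 37 degrees C; viability by CellTiter-Glo. Fitted qHTS curves give the values.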
IL1B secr inh: inhibitors of inflammasome signaling (IL-1 beta secretion) | THP-1 LPS/ATP IL-1B secretion, AlphaLISA, 16 h; active compounds read low | activity change, % at 57.5 µM | hit rate 4.7% among 360,000; in the data active = activity change below about -50%; inconclusive = mostly about -30% to -49%; note: % is set by controls: 0 for no effect and ±100 for the full control effect
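Secreted IL-1B measured by AlphaLISA bead assay after 16 h compound exposure of THP-1 cells; compounds (final up to 57.5 uM) added 1 h before LPS (250 ng/mL) and ATP (1.25 mM) stimulation; lower signal means less secretion.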
KB-3-1 tox: KB-3-1 parental cell cytotoxicity | Potency, µM (series often up to 46.1 µM), inactives show at the top dose activity change, negative = cytotoxic, usual class: cytotoxic | KB-3-1 viability, CellTiter-Glo ATP luminescence, 72 h | hit rate 1.4% among 400,000 | AID 1347075; note: potency is the fitted concentration of half-maximal effect; % is set by controls: 0 for no effect and ±100 for the full control effect; nearly all actives have a fitted effect of over 60% in size
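Parental KB-3-1 adenocarcinoma cells in phenol-red-free DMEM with 10% FBS were pin-treated with compounds at several concentrations, incubated 72 h at 37 °C, and viability read by CellTiter-Glo luminescence; concentration-effect curves were fitted after normalization.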
HEK293 tox: cytotoxic in the GLP-1 receptor inverse agonist counter-screen; AID 624418; hit rate 0.13% among 410,000; HEK293 cAMP-luciferase reporter cells, luminescence, 24 h; Potency, µM (titrated, usually from 38.3 µM), inactives show top-dose activity change, negative = inhibition, hits mostly inhibitors;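 note: loss of luciferase light is scored as toxicity; potency is the fitted concentration of half-maximal effect; % is set by controls: 0 for no effect and ±100 for the full control effect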
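A 23 nL compound transfer followed 12 hours of cell culture at 37 deg C; exposure then lasted 24 hr. Luciferase assay detection reagent was dispensed and plates read for luminescence after a 12 min room-temperature wait.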
MCF10A rereplic: induces DNA re-replication in MCF 10a normal breast cells. MCF 10A DNA re-replication, Hoechst nuclear intensity, 48 h. Potency, µM (highest dose often 46.1 µM), inactives show at the top dose activity, positive = re-replication, most hits filed as activators. hit rate 2.9% among 350,000; note: potency is the fitted concentration of half-maximal effect; % of control where 0% means no effect; nearly all actives have a fitted effect of over 50% in size
SW480 rereplic: inducers of DNA re-replication in SW480 colon cancer cells | SW480 DNA re-replication, Hoechst DNA content imaging, 48 h | Potency, µM (top dose mostly 46.1 µM), for inactives: top-dose re-replication activation, most hits filed as activators | hit rate 1.8% among 340,000 | AID 624297; note: potency is the fitted concentration of half-maximal effect; % of control where 0% means no effect; nearly all actives have a fitted effect of over 55% in size
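Quantitative HTS format with DMSO vehicle controls; 48 hr drug incubation at 37 C, then 40 min Hoechst staining and scanning imager measurement at 405 nm excitation.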
HT1080 IDH1KD tx: kills HT-1080 cells with IDH1 knockdown | HT-1080 IDH1 knockdown viability, ATP luminescence, 48 h | Potency, µM (titrated, usually from 46.1 µM), inactives show at the top dose activity, negative = toxicity, most hits filed as cytotoxic | hit rate 2% among 360,000 | AID 686971;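 note: potency is the fitted concentration of half-maximal effect; 0% = DMSO wells and -100% = cell-free medium wells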
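Luminescent ATP read-out (CellTiter-Glo, 10 min at room temperature) after 48 h compound exposure at 37 °C gave viability of IDH1-knockdown HT-1080 cells. Activity was normalised to DMSO and cell-free wells, then fitted as concentration-response curves.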
HT1080-NT tox: kills 2HG-producing HT-1080-NT fibrosarcoma cells; HT-1080-NT fibrosarcoma viability, CellTiter-Glo ATP luminescence, 48 h; Potency, µM (highest dose often 46.1 µM), without a hit: at the highest dose activity, negative = less viability, usual class: cytotoxic; hit rate 1.6% among 360,000; AID 686970;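 note: NT is the 2HG producing partner of a matched IDH1 knockdown line; potency is the fitted concentration of half-maximal effect; 0% = DMSO-treated cells and -100% = media-only wells without cells; nearly all actives have a fitted effect of over 55% in size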
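Compounds were tested in concentration-response format on HT-1080-NT cells for 48 hours at 37 degrees C. Cell viability came from CellTiter-Glo luminescence; curves were classified by r2, response magnitude and activity.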
D3 ag: agonists of human D3 dopamine receptor | P35462 | D3R DiscoveRx beta-arrestin cells, luminescence, 90 min | max activation, % | hit rate 0.58% among 410,000 | AID 652048; in the data active = max activation above about 30%; note: 0% is about no effect; mostly tested at two doses, the higher about 12 µM
Target sequence (P35462 whole entry, looked up): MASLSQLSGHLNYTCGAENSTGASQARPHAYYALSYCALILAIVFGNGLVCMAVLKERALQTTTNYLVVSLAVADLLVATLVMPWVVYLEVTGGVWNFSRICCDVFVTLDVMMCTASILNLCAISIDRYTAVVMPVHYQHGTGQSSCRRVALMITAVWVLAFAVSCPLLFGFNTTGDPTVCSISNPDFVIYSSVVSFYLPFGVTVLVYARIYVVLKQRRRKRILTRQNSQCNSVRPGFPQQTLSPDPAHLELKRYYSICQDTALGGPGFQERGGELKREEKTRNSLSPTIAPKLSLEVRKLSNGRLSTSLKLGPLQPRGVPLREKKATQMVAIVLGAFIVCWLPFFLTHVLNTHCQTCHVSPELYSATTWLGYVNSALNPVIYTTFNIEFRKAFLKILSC
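Agonist mode: compounds and dopamine controls were applied to plated cells for 90 min at 37 degrees C after an overnight attachment at 1500 cells/well. Luminescent read-out followed 30 - 60 minutes at room temperature with DiscoveRx detection reagent.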
* = called active by the depositor; ? = inconclusive; nt = no result given; [ ] = dose if it differs, or a comment. Unless noted, calls come from the whole dose curve; as a rule, active = well fitted curve in the direction sought with a large enough effect; inconclusive = small, poorly fitted or top-dose-only effect, or another doubt; inactive = no such curve, though single readings can be large; an effect the other way counts as inactive or inconclusive.

SMILES | KB-V1 MDR tox | IL1B secr inh | KB-3-1 tox | HEK293 tox | MCF10A rereplic | SW480 rereplic | HT1080 IDH1KD tx | HT1080-NT tox | D3 ag
COc1cc2c(cc1OC)C(COc1ccc(F)cc1)N(C(=O)c1ccc(S(=O)(=O)N3CCCC3)cc1)CC2 (configuration not stated) | 2% | nt | -6% | 3% | nt | nt | nt | nt | 5
CCOC(=O)C1(CCOC)CCN(Cc2ccc3nonc3c2)CC1 | 2% | 11 | 14% | 15% | 15% | -5% | 7% | 4% | -15
Cc1csc2nc(COC(=O)CNC(=O)c3ccc(F)cc3)cc(=O)n12 | -7% | nt | 10% | -8% | nt | nt | nt | nt | 0
COc1cc(CC(=O)OCC(=O)Nc2ccccc2C#N)cc(OC)c1OC | 5% | 2 | 4% | 3% | 0% | -24% | 2% | 10% | 9
Clc1ccc(CN(CC2CCCO2)C(c2cccs2)c2nnnn2C2CCCC2)cc1 (configuration not stated) | 21µM* | -22 | ? | 1% | ? | 28% | -13% | -17% | 2
O=C(c1ccc(N2CCCCC2)c([N+](=O)[O-])c1)N1CCOCC1 | ? | -9 | -3% | ? | 6% | -5% | 18% | 27% | 4
COc1ccc(CNC(=O)[C@H](C)N2C(=O)N3CCc4c([nH]c5ccc(OC)cc45)[C@@]3(C)C2=O)cc1 | 22% | 7 | 0% | -4% | ? | 1% | -3% | -16% | -1
CCCC(C)Sc1nc2c([nH]1)c(=S)n(C)c(=O)n2C (configuration not stated) | 8.2µM* | -102* | ? | ? | 16% | ? | -10% | -6% | 4
CCOC(=O)CSc1nnc(CNc2ccc(Cl)cc2)n1-c1ccccc1 | 3% | 6 | 0% | 3% | -4% | 1% | 23% | 3% | -4
O=C(NC1CCCCC1)C(c1cccnc1)N(C(=O)c1csnn1)c1ccccc1 (configuration not stated) | 4% | 6 | -14% | 4% | -5% | -3% | 12% | 16% | 5

Some of the entries above in another layout.
Compound: COc1ccc(CNC(=O)[C@H](C)N2C(=O)N3CCc4c([nH]c5ccc(OC)cc45)[C@@]3(C)C2=O)cc1
- KB-V1 MDR tox: 22%
- IL1B secr inh: 7
- KB-3-1 tox: 0%
- HEK293 tox: -4%
- MCF10A rereplic: ?
- SW480 rereplic: 1%
- HT1080 IDH1KD tx: -3%
- HT1080-NT tox: -16%
- D3 ag: -1

Compound: CCCC(C)Sc1nc2c([nH]1)c(=S)n(C)c(=O)n2C (configuration not stated)
- KB-V1 MDR tox: 8.2µM*
- IL1B secr inh: -102*
- KB-3-1 tox: ?
- HEK293 tox: ?
- MCF10A rereplic: 16%
- SW480 rereplic: ?
- HT1080 IDH1KD tx: -10%
- HT1080-NT tox: -6%
- D3 ag: 4

Compound: CCOC(=O)CSc1nnc(CNc2ccc(Cl)cc2)n1-c1ccccc1
- KB-V1 MDR tox: 3%
- IL1B secr inh: 6
- KB-3-1 tox: 0%
- HEK293 tox: 3%
- MCF10A rereplic: -4%
- SW480 rereplic: 1%
- HT1080 IDH1KD tx: 23%
- HT1080-NT tox: 3%
- D3 ag: -4

Going on with the list.
SMILES | KB-V1 MDR tox | IL1B secr inh | KB-3-1 tox | HEK293 tox | MCF10A rereplic | SW480 rereplic | HT1080 IDH1KD tx | HT1080-NT tox | D3 ag
CC1Cc2ccccc2N1C(=O)CSc1nnnn1C(C)C (configuration not stated) | -2% | ? | -6% | -4% | 2% | -3% | 12% | 7% | -3
COc1ccc(OC)c(NC(=S)N2c3ccccc3CC2C)c1 (configuration not stated) | -3% | 13 | -28% | 6% | ? | 5% | -2% | -4% | -11
COc1ccc(OCCOc2ccc(S(=O)(=O)N3CCCC3)cc2C(N)=O)cc1 | -23% | 3 | 4% | 0% | 1% | 1% | -5% | 6% | -1
CN1C(=O)N(CC(=O)N2CCN(S(=O)(=O)c3ccc4c(c3)CCC4)CC2)C(=O)C12CCCCC2 | -2% | 16 | -2% | 3% | -1% | -8% | 6% | 5% | -4
CC(=O)NS(=O)(=O)c1ccc(NC(=O)c2ccc3c(c2)C(=O)N(CCC(C)C)C3=O)cc1 | 3% | 0 | 0% | -9% | 7% | -47%[inhibitor] | 28% | 12% | 1
COC(=O)[C@H]1C[C@H](OC(=O)NCc2ccc(OC)c(OC)c2)[C@@]2(O)CN(S(=O)(=O)c3ccc(C)cc3)CC2[C@H]1C(=O)OC (some centres not stated) | 32% | -5 | 14% | -15% | nt | nt | 6% | 2% | 1
O=S(OCCN1CCCC1)C(c1ccccc1)c1ccccc1 (configuration not stated) | ? | -90* | -28% | 2% | ? | -9% | ? | -23% | -26
O=[N+]([O-])c1cccnc1Sc1ccccc1Cl | 11% | 26 | 5% | -6% | 4% | -37%[inhibitor] | 2% | 5% | -3
C#Cc1ccc(CN2CCN(CCCc3ccccc3)C(CCO)C2)cc1 (configuration not stated) | -1% | -55* | -10% | -10% | 17% | 1% | -15% | -1% | -18
CCc1ccc2[nH]c(=O)c(C(c3nnnn3CC3CCCO3)N3CCN4CCCC4C3)cc2c1 (configuration not stated) | -7% | -9 | -6% | -10% | ? | 0% | 8% | 9% | -11
Cc1cnc(C(=O)OC(C)C(=O)Nc2ccccc2-c2ccccc2)cn1 (configuration not stated) | ? | 2 | 24% | 3% | 5% | -5% | -14% | -12% | -11
COc1ccc(NC(=O)CCCC2CCCCC2)cc1S(=O)(=O)N1CCCCC1 | 9.2µM* | -7 | ? | 9% | ? | ? | -21% | -11% | -8
CC(C)(C)NC(=O)c1ccccc1-c1nc2ccccc2s1 | 6% | 19 | 0% | 4% | 2% | 2% | 0% | 1% | 4
Cc1ccc(S(=O)(=O)c2nc(S(C)(=O)=O)sc2N2CC(C)OC(C)C2)cc1 (configuration not stated) | nt | ? | nt | -1% | 16% | 2% | 11% | 9% | 3
COc1c2c(c(CCC(=O)O)c3c1C=CC(C)(C)O3)OC(C)(C)C=C2 | 15% | 11 | 0% | 3% | 12% | -69%[inhibitor] | -7% | -4% | 4
COc1cccc(-c2nnc(NC(=O)C3CCCCC3)o2)c1 | -5% | -13 | 27% | -2% | -8% | -10% | -2% | 1% | 7
O=C(CSc1nc2ccccc2[nH]1)c1ccc(Cl)s1 | -4% | 3 | 11% | 6% | -7% | -8% | 6% | 5% | -14
COc1ccc(C(=O)NNS(=O)(=O)c2ccc(OC)cc2)cc1 | -8% | 16 | 2% | -6% | -3% | -6% | 10% | 1% | 2
Cc1cc(Nc2cccc(Cl)c2)nc(NCc2ccccc2)n1 | 0% | -20 | ? | -11% | ? | ? | ? | ? | -15
CC(C)C1Cc2c(sc3c2c(=O)n(Cc2ccccc2)c2nncn32)CO1 (configuration not stated) | ? | -20 | 2% | 1% | 10% | -4% | 6% | 5% | -12
CC(C)c1ccc(N2C(=O)N(Cc3ccccc3Cl)c3ccccc3S2(=O)=O)cc1 | 0% | nt | -2% | -11% | nt | nt | nt | nt | 6
O=C(NCCc1ccccc1)/C(=C\c1cccc([N+](=O)[O-])c1)NC(=O)c1ccco1 | nt | 3 | nt | -1% | 12% | -2% | 3% | 4% | 10
O=C(c1ccc2oc(Cc3ccc(Cl)cc3)nc2c1)N1CC[C@H](O)C1 | 26% | 1 | -2% | 1% | 1% | ? | -23% | -14% | -3
Cc1ccc(-n2ncc3c(N4CCCC4)ncnc32)c(C)c1 | 8% | 0 | -3% | -1% | 9% | -3% | -3% | -2% | -10
COc1ccc(Cl)cc1C(=O)Nc1nc2ccccc2[nH]1 | 0% | 33 | 0% | -13% | ? | 10% | ? | -26% | 6
Cc1ccc(C(=O)NC2CCN(C(=O)NCc3ccccc3)CC2)cc1 | -20% | 38 | 28% | -8% | 4% | -12% | -17% | -3% | -14
C[C@H](NC(=O)OCc1ccccc1)C(=O)N[C@@H](Cc1c[nH]c2ccccc12)C(=O)O | 3% | 0 | 13% | -20% | 6% | 4% | 2% | 0% | 4
Cc1ccc(S(=O)(=O)C2(C(=O)O)CCCC2)cc1C | 3% | 16 | 1% | 11% | -24% | 3% | 20% | 4% | 2
CC1(Oc2ccc(Cl)cc2)CCN(Cc2csc3ccccc23)C1 (configuration not stated) | 6% | 18 | 0% | -7% | nt | nt | 14% | 11% | -8
CCOC(=O)c1cnc2c(C)cccc2c1Nc1cccc(C(=O)O)c1 | 11% | 55 | -1% | 0% | 3% | -3% | 0% | 6% | 1
COc1ccc2[nH]c(C)c(CCNC(=S)Nc3ccccc3OC)c2c1 | -3% | -13 | 8% | ? | ? | ? | 14% | -1% | 2
COc1ccc2c(c1)c(C(=O)N/N=C/c1ccc(OC)c(OC)c1)c(C)n2C | 3% | -11 | 3% | -26% | 2% | 1% | 13% | 11% | -9
COc1ccc(CC(=O)NNC(=O)CSc2nnc(C)n2-c2ccccc2)cc1 | 0% | 16 | 25% | 6% | 8% | 1% | 18% | 14% | -8
CC(Oc1ccccc1)C(=O)Nc1ccc(NC(=O)c2ccccc2)cc1 (configuration not stated) | 9% | 0 | 0% | -6% | 0% | -7% | 7% | 0% | -8
COc1ccc(NC(=O)CN2CCN(c3nc(-c4cccc(OC)c4)cs3)CC2)cc1 | -17% | -9 | -8% | 6% | 18% | 1% | -15% | -9% | 4
Cc1ccc(C(=O)Nc2cccc3ccccc23)cc1 | 5% | -1 | 2% | -11% | -2% | 9% | 17% | 8% | 2
COc1ccccc1Oc1ccc(S(=O)(=O)N2CCCCC2C)cc1 (configuration not stated) | ? | 7 | -4% | 3% | ? | -7% | -11% | 0% | 0
COc1ccc(-c2noc(-c3ccc(N4CCC(C)CC4)c([N+](=O)[O-])c3)n2)cc1OC | ? | nt | 8% | -1% | nt | nt | nt | nt | 0
CCCS(=O)(=O)N1CCCC(C(=O)NCCCN(CC)c2cccc(C)c2)C1 (configuration not stated) | -8% | -16 | 7% | -12% | -5% | 0% | 4% | 8% | 5
O=C(COC(=O)c1ccc(Br)c(S(=O)(=O)N2CCOCC2)c1)NCC1CCCO1 (configuration not stated) | 26% | 19 | 1% | -7% | -2% | -6% | 1% | 2% | 6
COc1ccc(C(C)=O)c(OC(=O)c2ccco2)c1 | 23% | 3 | 0% | 2% | -9% | -1% | 8% | 12% | 1
